Bioassay records as filed in PubChem BioAssay.
Polio RdRp inh = inhibitors of poliovirus RNA polymerase binding and polymerization; hit rate 0.66% among 150,000; AID 588519; % elongation, % (compound at 16.7 µg/mL); P03300; poliovirus polymerase elongation, fluorescence polarization; stronger effect = lower value; in the data active = % elongation below about 90%; also: some results filed as inactive read as strong as hits
Target sequence (P03300 1749-2209 limits assumed): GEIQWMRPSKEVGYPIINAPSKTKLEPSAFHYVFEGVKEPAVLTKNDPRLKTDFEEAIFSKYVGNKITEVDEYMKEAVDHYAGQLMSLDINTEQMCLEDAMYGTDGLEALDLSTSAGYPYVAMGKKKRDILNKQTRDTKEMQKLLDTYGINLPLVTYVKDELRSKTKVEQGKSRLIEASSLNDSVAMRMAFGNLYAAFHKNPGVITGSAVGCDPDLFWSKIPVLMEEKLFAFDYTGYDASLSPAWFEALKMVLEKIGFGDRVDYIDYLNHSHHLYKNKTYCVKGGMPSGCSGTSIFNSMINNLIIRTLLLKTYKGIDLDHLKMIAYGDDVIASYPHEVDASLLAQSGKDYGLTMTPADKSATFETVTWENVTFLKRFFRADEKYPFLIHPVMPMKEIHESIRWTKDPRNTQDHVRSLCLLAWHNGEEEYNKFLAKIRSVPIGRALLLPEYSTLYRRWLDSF
Polio RdRp inh FP z-score = second read-out of Polio RdRp inh, no call of its own (marks repeat the call); z-score; measured here: FP z-score; hits read low
Active calls of the source: *; & = joins results of further samples. The list is partial; rates above refer to the full screens.

SMILES	Polio RdRp inh	Polio RdRp inh FP z-score
COc1ccccc1CNC(=O)CN1CCc2ccccc2C1	103	-0.2
Cc1cc(C(=O)NCc2ccccc2C)c2c(C)nn(-c3cccc(F)c3)c2n1	107	-0.2
CCN(CC)S(=O)(=O)c1ccc(NC(=O)CN(c2ccccc2)S(=O)(=O)N(C)C)cc1	106	0.3
CCOC(=O)N1CCC(NC(=O)c2ccc3c(c2)N=C(CC)c2ccccc2S3)CC1	100	-0.9
CN(Cc1ccc(Cl)s1)Cn1cnnc1C#N	105	0.4
FC(F)(F)COc1ccc(-c2nc(-c3ccc(Cl)cc3)cs2)cn1	108	0.9
CCCn1c2ccccc2c2nnc(SCN3C(=O)c4ccccc4C3=O)nc21	100	-0.1
CC(C)c1ccc(N=C2CC(=O)NN2)cc1	103	-0.1
COc1ccc(-c2oc(N(C(=O)c3cccs3)C(=O)c3cccs3)c(C#N)c2-c2ccc(OC)cc2)cc1	120	2.1
Cc1cccc(NC(=O)Cn2cnc3ccccc3c2=O)c1C	108	0.6
COc1ccccc1NC(=O)CN1C(=O)c2cccc3cccc1c23	107	0.4
CC(NC(=O)C12CC3CC(CC(C3)C1)C2)C(=O)NC1CCCCC1 (stereo not drawn)	101	0.1
C[C@]12CCC(=O)C=C1C=CC1C2CC[C@@]2(C)C1CC[C@@]21CCC(=O)O1 (stereo partly drawn)	102	0.3
NNC(=O)Cc1csc(CC(N)=O)n1	101	0.1
CCCc1nc2ccccc2c(C(=O)OCC(=O)NC)c1CC	101	-0.2
CCOc1ccc(-c2nc(C(N)=O)c3c(n2)n(-c2ccc4c(c2)OCO4)c(=O)n3CC)cc1	109	0.6
CCn1nc(C)cc1C(=O)Sc1ccccc1Cl	101	-0.6
O=C(C1CCCO1)N1CCN(C(=S)NCc2ccc(F)cc2)CC1 (stereo not drawn)	104	1.8
C=CC(c1ccccc1)C(C(=O)c1ccccc1)N(C)C (stereo not drawn)	104	0.6
O=c1[nH]nc(SCc2ccc(CSc3n[nH]c(=O)[nH]c3=O)cc2)c(=O)[nH]1	97	-0.4
C=CCOc1ccc(C(=O)NCC)cc1	101	-0.5
CCOc1ccc(C2CC(=O)N(c3cccc(F)c3)C3=C2C(=O)OC3)cc1 (stereo not drawn)	107	0.6
COc1cccc(/C=N\N2CCN(c3ccccc3OC)CC2)c1	104	0.6
CCCOc1ccc(Oc2nc(NC)nc(N3CCOCC3)n2)nn1	102	-1.1
COC(=O)c1sccc1S(=O)(=O)N1CCC2(CC1)OCCO2	99	-0.6
Nc1ccc(C(=O)Nc2ccccc2)cc1	99	-0.2
COc1cccc(C2c3c(-c4ccccc4O)n[nH]c3C(=O)N2CCc2ccc(OC)c(OC)c2)c1 (stereo not drawn)	105	-0.4
CCOc1ccc2nc(N(Cc3cccnc3)C(C)=O)sc2c1	105	-0.4
CCCNC(=O)C1CCN(C(=O)c2sccc2-n2cccc2)CC1	102	-0.3
Cc1ccc(S(=O)(=O)NCCc2csc(-c3cccc(F)c3)n2)cc1	113	1.6
CCOC(=O)c1ccc(CN(Cc2ccc(F)cc2)S(=O)(=O)c2ccc(F)c(C(=O)Nc3cc(Cl)ccc3OC)c2)cc1	114	1.2
CCOC(=O)C1CCCN(CC(O)COC(c2ccccc2)c2ccccc2)C1 (stereo not drawn)	101	-0.1
CC(C)Cc1ccc(C(=O)O)cc1	104	0.1
Oc1cc(O)c2c(c1)O[C@H](c1ccc(O)c(O)c1)[C@@H](O)C2	100&101	0&0.1
COc1ccc(NC(=O)c2oc3ccccc3c2NC(=O)c2cc3ccccc3o2)c(OC)c1	100	-1.4
CSC(=S)NNC1=NCCC1	102	0.6
CCOC(=O)c1ccc(NC(=O)C(Cc2ccccc2)N2Cc3ccccc3C2=O)cc1 (stereo not drawn)	102	-1.2
CCCN1C(=O)c2cc(C(=O)NC3CCCC3)ccc2C1O (stereo not drawn)	103	0.4
O=C(COC(=O)c1c(-n2cccc2)sc2c1CCCC2)Nc1ccc(F)cc1	104	0.4
CC(C)CNS(=O)(=O)c1ccccc1C(=O)N1CCCCC1	102	0.2

A section from the list above, for reference:
SMILES	Polio RdRp inh	Polio RdRp inh FP z-score
CCCOc1ccc(Oc2nc(NC)nc(N3CCOCC3)n2)nn1	102	-1.1
COC(=O)c1sccc1S(=O)(=O)N1CCC2(CC1)OCCO2	99	-0.6
Nc1ccc(C(=O)Nc2ccccc2)cc1	99	-0.2
COc1cccc(C2c3c(-c4ccccc4O)n[nH]c3C(=O)N2CCc2ccc(OC)c(OC)c2)c1 (stereo not drawn)	105	-0.4
CCOc1ccc2nc(N(Cc3cccnc3)C(C)=O)sc2c1	105	-0.4
CCCNC(=O)C1CCN(C(=O)c2sccc2-n2cccc2)CC1	102	-0.3
Cc1ccc(S(=O)(=O)NCCc2csc(-c3cccc(F)c3)n2)cc1	113	1.6
CCOC(=O)c1ccc(CN(Cc2ccc(F)cc2)S(=O)(=O)c2ccc(F)c(C(=O)Nc3cc(Cl)ccc3OC)c2)cc1	114	1.2
CCOC(=O)C1CCCN(CC(O)COC(c2ccccc2)c2ccccc2)C1 (stereo not drawn)	101	-0.1
CC(C)Cc1ccc(C(=O)O)cc1	104	0.1
Oc1cc(O)c2c(c1)O[C@H](c1ccc(O)c(O)c1)[C@@H](O)C2	100&101	0&0.1
COc1ccc(NC(=O)c2oc3ccccc3c2NC(=O)c2cc3ccccc3o2)c(OC)c1	100	-1.4
CSC(=S)NNC1=NCCC1	102	0.6
CCOC(=O)c1ccc(NC(=O)C(Cc2ccccc2)N2Cc3ccccc3C2=O)cc1 (stereo not drawn)	102	-1.2
CCCN1C(=O)c2cc(C(=O)NC3CCCC3)ccc2C1O (stereo not drawn)	103	0.4
O=C(COC(=O)c1c(-n2cccc2)sc2c1CCCC2)Nc1ccc(F)cc1	104	0.4
CC(C)CNS(=O)(=O)c1ccccc1C(=O)N1CCCCC1	102	0.2

New compounds follow.
SMILES	Polio RdRp inh	Polio RdRp inh FP z-score
Cc1ccc(S(=O)(=O)N(C)CC(=O)Nc2ccccc2C(F)(F)F)cc1	102	0.6
C=CCn1c(CSc2ccc(C)cc2)n[nH]c1=S	96	-1.4
CN(Cc1ccccc1)C(=O)c1cc(-c2ccco2)[nH]n1	103	0.2
CC(C)(C)CC(=O)NCC(c1ccc2c(c1)OCO2)N1CCOCC1 (stereo not drawn)	112	1.2
CN1CCc2c(OCC(=O)N3CCCc4ccccc43)cccc2C1=O	100	-0.3
C=CCn1c(SC(C)C(=O)NC(N)=O)nnc1-c1occc1C (stereo not drawn)	101	-0.7
O=C(O)C1CCN(C(=O)c2ccc(-c3ccccc3)cc2)CC1	101	0
CCCN1C(=O)C2(c3ccccc31)c1c(oc3ccccc3c1=O)C(=O)N2CCCOC(C)C (stereo not drawn)	105	-0.5
C=CCNC(=O)COc1ccc(C(C)C)cc1	103	0.5
O=C(Cn1ccc2ccccc2c1=O)NC1CCCCCC1	103	1.5
Nc1nc(C2CC(=O)OC23CCCCC3)cs1 (stereo not drawn)	104	0.9
O=c1nc2sc3[nH]c(=O)sc3cc-2s1	77	-6.1
Cc1c(C(=O)/C=C/N(C)C)sc2ccccc12	101	-0.1
NC1=NC(=O)CC(C(=O)Nc2ccc(-c3ccccc3)cc2)S1 (stereo not drawn)	102	-0.1
Cc1ccc(SCC(=O)NCc2ccco2)cc1	100	-1.1
O=C(Cc1ccc2c(c1)OCCO2)Nc1ccccc1C(F)(F)F	105	0.7
Cc1ccc(OCCn2cccc2/C=C2/C(=N)N3C(c4ccccc4)=CSC3=NC2=O)cc1	103	0.1
CC(Oc1ccc(Cl)cc1Cl)C(=O)Nc1nncs1 (stereo not drawn)	104	0.1
O=C(Nc1ccc2oc(-c3ccc(O)c(Br)c3)nc2c1)c1cc2ccccc2o1	114	0.5
CC1=C(C(=O)OC2CCCC2)C(c2cccc(Cl)c2Cl)CC(=O)N1 (stereo not drawn)	108	0.6
Cc1c(OCc2ccc(F)cc2)ccc2c3c(c(=O)oc12)CCCC3	108	0.4
Cn1/c(=N\NC(=O)C2CCCCC2)sc2ccccc21	100	-0.3
O=S1(=O)CCC(N=Cc2ccc(-c3ccc(Br)cc3)o2)C1 (stereo not drawn)	106	1.1
Cc1ccc(Cl)cc1N1CCN(C(=O)C2CCN(S(=O)(=O)c3ccc4c(c3)oc(=O)n4C)CC2)CC1	104	0
COc1cccc(N2CCN(C(=O)Cn3ncc4c(=O)oc5ccccc5c43)CC2)c1	110	0.6
CCOC(=O)C1=C(N)Oc2ccc(Cl)cc2C1C(C#N)C(=O)OCC (stereo not drawn)	102	0.1
N#C/C(=C(/Oc1ccc(C#N)cc1)C(F)(F)F)c1ccccc1	104	0.2
CCOc1ccc2c(=O)c(Oc3ccccc3)c(C)oc2c1C	100	0
CC(C)C(C)NC(=O)CSc1nc2ccccc2n1C (stereo not drawn)	109	0.6
CCc1c(C)sc(NC(=S)N2CCN(S(C)(=O)=O)CC2)c1C(=O)OC	100	0.1
Cc1cc2c(=O)n(CC(=O)NCC(=O)N3CCCCC3)cnc2s1	100	-0.6
Cc1ccccc1Nc1c(-c2cc(Br)ccc2F)nc2ccccn12	99	-1.2
CCCc1nn(-c2ccc(Cl)cc2)cc1C(=O)Nc1ccc(Cl)cc1	102	-0.3
CC(C)C(Sc1nnc(C(F)(F)F)n1C)C(=O)NC(N)=O (stereo not drawn)	96	-0.3
COc1ccc(NC(=O)c2ccc(Br)o2)cc1	103	0.3
CCCNC(=O)Cn1nc(-c2ccc(C)cc2)c2cnc3ccc(CC)cc3c21	98	-1.8
O=C1N(Cc2ccccc2)c2cccc3cccc(c23)N1Cc1ccccc1	104	0.5
Cc1ccccc1NC(=O)Cn1c(=O)n(CCC(=O)NCc2ccc3c(c2)OCO3)c(=O)c2sccc21	107	0.4
N#Cc1cc2c(nc1SCc1ccccc1Br)C1CCN2CC1	100	-0.3
NCC1CCN(S(=O)(=O)c2ccccc2)CC1	104	1.4
CN(C)S(=O)(=O)c1ccc(NC(=O)C2CCCCC2)cc1	102	0.3
CC(C)Cn1cc(NC(=O)NCc2cccc(Cl)c2)c2ccccc2c1=O	58*	-3.7*
CC1CN(S(=O)(=O)c2ccc3c4c(cccc24)C(=O)N3)CC(C)O1 (stereo not drawn)	102	0.2
CCOC(=O)C1CCCN(C(=O)c2ccc3c(c2)N(Cc2ccccc2F)C(=O)c2ccccc2S3=O)C1 (stereo not drawn)	109	0.5
Cc1c(-c2cccc(NC(=O)Nc3ccccc3)c2)nc2ncccn12	115	2
CCCCNS(=O)(=O)c1ccccc1F	107	0.5
COc1ccc(OC)c(S(=O)(=O)Nc2cccc(-c3ccc(N4CCCCCC4)nn3)c2)c1	101	-1.2
O=C(COc1ccc(Cl)cc1)N1CCCc2ccccc21	98	-0.7
Cc1c(NC(=O)c2cc(-c3ccc(O)cc3)on2)c(=O)n(-c2ccccc2)n1C	98	-0.7
O=C(CSc1nnc(-c2ccc(Cl)cc2)c(-c2ccc(Cl)cc2)n1)NC1CCCC1	109	0.5

Continued:
SMILES	Polio RdRp inh	Polio RdRp inh FP z-score
FC(F)(F)c1ccc(N2CCCCCC2)nc1	101	0.4
Cc1c(S(=O)(=O)N(C)c2ccccc2)sc2ccc(Cl)cc12	107	0.7
COc1ccccc1NCc1ccccc1O	104	0.2
CCOc1cc(S(=O)(=O)N(C)C2CCCCC2)c(OCC)cc1-n1cnnn1	101	-0.5
c1ccc2c3c([nH]c2c1)-c1ccsc1CC3	101	-0.1
Cc1cc(CNC(C)c2ccco2)c(C)n1-c1ccnn1C(C)C (stereo not drawn)	99	-0.4
COc1ccccc1NC(=O)c1oc2ccccc2c1NC(=O)Cc1ccccc1	106	0.5
O=C(CCS(=O)(=O)c1cc(Br)cc2c1N(C(=O)C1CC1)CC2)NCc1ccc(Cl)cc1	100	-1.4
N#Cc1ccc(-c2ccc(Oc3ncccn3)cc2)cc1	100	-0.2
CCc1c(CN2CCCCC2)csc1C	102	-0.1
CC1(C)c2ssc(=S)c2-c2ccccc2N1C(=O)CSC#N	99	-1.1
Cc1cccc(NC(=O)CSc2nc3ccccc3nc2N2CCC(C)CC2)c1	109	0.6
COC(=O)C1=CNC=C(C(=O)OC)C1c1ccccc1C	103	0.3
COc1ccc(C)cc1NC(=O)C1CCN(S(=O)(=O)c2ccc3c(c2)CCCN3C(C)=O)CC1	108	0.1
CCn1c(NC(=O)c2ccccc2)nc2ccccc21	100	0.1
CCN1C(=O)/C(=C2/Sc3ccccc3N2CC)SC1=S	115	3.3
O=S(=O)(Nc1cccc(F)c1)c1ccc2[nH]c3c(c2c1)CCCCC3	104	-0.9
COCc1c(C(=O)N2CCN(S(=O)(=O)c3cccs3)CC2)oc2ccccc12	105	0.6
Cc1ccccc1CN1CCc2nc(N3CCN(c4ccccn4)CC3)ncc2C1	103	-0.5
COc1cc2[nH]c(=O)n(CCC(=O)N3CCN(c4cccc(C(F)(F)F)c4)CC3)c(=O)c2cc1OC	102	0.5
O=C1CC(c2ccccc2)CC(=O)C1=CN1CCCC1 (stereo not drawn)	100	-0.1
C=CCN1C(=O)N(c2cccc(C)c2)C(=O)C1CC(=O)Nc1cc(OC)cc(OC)c1 (stereo not drawn)	103	0.6
CCc1ccc2c(c1)c(=O)c(S(=O)(=O)c1ccccc1)cn2CC(=O)Nc1cc(C)ccc1C	110	0.7
O=C(c1cc2n(n1)CCCN(Cc1ccccc1)C2=O)N1CCCCCC1	101	0.4
CCCn1c(-c2ccc(S(=O)(=O)N3CCOCC3)cc2)csc1=Nc1ccccc1	101	0.1
O=C(CCC(=O)Nc1nc(-c2cc3ccccc3oc2=O)cs1)NCc1ccco1	99	-0.5
CN1C(C/C(=N\NC(N)=O)c2ccccc2)CCCC1CC(O)c1ccccc1 (stereo not drawn)	102	0
CCCCn1c(CCNC(=O)c2ccc(F)cc2)nc2ccccc21	104	-0.2
